UGM FP inh: Mtb UDP-galactopyranose mutase inhibition; P9WIQ1; purified UGM, fluorescence polarization probe displacement; inhibition, % at 10 µM; actives 0.06% (n = 320,000); AID 504406; in the data active = inhibition above about 10%, passing the limit was not always enough; inconclusive = no clear call, values can overlap the other calls
BoNT-F LC inh: blocks Botulinum neurotoxin F light chain protease; actives 0.22% (n = 360,000); Multiplex microsphere protease cleavage assay, flow cytometry; inhibition, % at 10 µM; in the data active = inhibition above about 35%, passing the limit was not always enough; inconclusive = no clear call, values can overlap the other calls; also: plate controls were buffer without enzyme for full effect and enzyme alone for no effect
PfHsp40 yeast: restores yeast growth despite PfHsp40 toxicity; S. cerevisiae expressing PfHsp40, growth rescue, ATP luminescence; growth rescue, % at 12.5 µM; actives 0.68% (n = 340,000); AID 504582; in the data active = growth rescue above about 28%, passing the limit was not always enough; inconclusive = no clear call, values can overlap the other calls;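 also: yeast W303a lacking pdr1 and pdr3 grown in galactose medium; growth measured after three days at 30 °C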
Anthrax LF inh2: inhibitors of Bacillus anthracis lethal factor protease; P15917; multiplex microsphere protease cleavage assay, LF; inhibition, % at 10 µM; actives 0.12% (n = 360,000); AID 588501; also: plate controls were buffer without enzyme for full effect and enzyme alone for no effect
Target sequence (P15917 whole entry, looked up): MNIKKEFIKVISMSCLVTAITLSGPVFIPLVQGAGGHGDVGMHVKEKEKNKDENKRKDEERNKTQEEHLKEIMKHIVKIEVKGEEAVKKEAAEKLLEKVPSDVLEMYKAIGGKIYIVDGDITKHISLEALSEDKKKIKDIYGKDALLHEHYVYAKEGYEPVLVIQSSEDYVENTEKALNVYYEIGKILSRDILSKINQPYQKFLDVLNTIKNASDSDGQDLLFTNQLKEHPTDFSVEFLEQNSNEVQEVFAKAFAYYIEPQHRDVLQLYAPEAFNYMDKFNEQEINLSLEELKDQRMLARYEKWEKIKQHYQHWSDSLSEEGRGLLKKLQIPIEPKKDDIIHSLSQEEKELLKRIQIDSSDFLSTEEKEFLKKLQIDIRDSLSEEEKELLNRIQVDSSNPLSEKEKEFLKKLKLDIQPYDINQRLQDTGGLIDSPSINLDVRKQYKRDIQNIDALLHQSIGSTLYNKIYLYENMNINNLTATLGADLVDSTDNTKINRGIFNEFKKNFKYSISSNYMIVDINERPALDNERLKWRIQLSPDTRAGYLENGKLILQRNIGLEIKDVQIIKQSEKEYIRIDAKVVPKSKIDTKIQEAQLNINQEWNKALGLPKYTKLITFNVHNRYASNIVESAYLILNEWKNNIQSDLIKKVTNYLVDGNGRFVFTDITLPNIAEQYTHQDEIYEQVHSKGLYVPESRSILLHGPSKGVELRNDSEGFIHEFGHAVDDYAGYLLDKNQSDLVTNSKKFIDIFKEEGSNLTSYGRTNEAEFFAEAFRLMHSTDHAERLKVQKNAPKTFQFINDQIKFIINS
FadD28 binding: inhibitors of Mycobacterium tuberculosis FadD28 bisubstrate binding. AID 588549. inhibition, % at 12.5 µM. FadD28 bisubstrate probe binding, fluorescence polarization. actives 0.22% (n = 360,000); in the data active = inhibition above about 8.5%, passing the limit was not always enough; inconclusive = no clear call, values can overlap the other calls
BoNT A protease: blocks Botulinum neurotoxin A light chain protease; multiplex microsphere protease substrate cleavage, flow cytometry; actives 0.17% (n = 360,000); AID 588499; inhibition, % at 10 µM; also: plate controls were buffer without enzyme for full effect and enzyme alone for no effect
BioA inh: inhibitors of Mycobacterium tuberculosis BioA enzyme; purified M. tuberculosis BioA enzyme, plate reader; inhibition, % at 9.99 µM; actives 0.096% (n = 360,000); in the data active = inhibition above about 40%; inconclusive = no clear call, values can overlap the other calls
GDH-TPI counter: counter-screen for M. tuberculosis FBA inhibitors: GDH-TPI coupled enzymes. GDH-TPI coupled enzyme counterscreen, NADH absorbance. inhibition, % at 4.8 µM. actives 1.2% (n = 360,000). AID 588335; in the data active = inhibition above about 30%;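 also: 0% = DMSO wells and 100% = wells lacking the enzyme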
FBA Mtb inh: inhibits M. tuberculosis FBA enzyme. AID 588726. actives 2.3% (n = 360,000). P9WQA3. purified M. tuberculosis FBA, fluorescence read-out. inhibition, % at 1 µM; in the data active = inhibition above about 27%;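 also: 0% = vehicle and 100% = reference inhibitor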
* marks the source's active call; other numbers are inactive results; ? = inconclusive; . = no result given. Rule as the data show it, unless noted: active = inhibition above about 30%; inconclusive = no clear call, values can overlap the other calls; inactive = below that. Compounds were not picked by outcome; overall some 4.7% were active at least once.

SMILES | UGM FP inh | BoNT-F LC inh | PfHsp40 yeast | Anthrax LF inh2 | FadD28 binding | BoNT A protease | BioA inh | GDH-TPI counter | FBA Mtb inh
O=C(Nc1ccc2c(c1)OCO2)c1csc([C@@H]2C[C@H](O)[C@@H](CO)O2)n1 | . | -4 | . | -2 | -2.3 | -0.1 | 0.3 | 1 | -1
CCN(CC)c1ccc(C(=O)N/N=C(\C)c2ccc(O)cc2)cc1 | 1.2 | -9 | -0.6 | -2 | -0.5 | -0.7 | . | 34* | -1
O=Cc1ccc(OC(=O)C2CC(=O)N(c3ccc(F)cc3)C2)cc1 (stereo unspecified) | 0.1 | -6 | 0.9 | -4 | 1.3 | -0.3 | -3.8 | 31* | -1
CCCOc1ccccc1Cn1c(=O)oc2ccc(C)cc21 | -1.3 | 4 | -0.5 | 0 | -0.6 | 1.0 | -1.3 | -1 | -5
O=C(O)c1cccc2cccnc12 | . | ? | -0.3 | 2 | 0.9 | 1.1 | 0.1 | 0 | 3
O=C1CCc2cc(S(=O)(=O)N3CCC(C(=O)NC4CCCCCCC4)CC3)ccc2N1 | . | 3 | -0.6 | 0 | -2.3 | 0.3 | -0.3 | 9 | 0
CCOC(=O)C=C1CCN(c2ncc(C(F)(F)F)cc2Cl)CC1 | -0.2 | 4 | 0.9 | 5 | -1.3 | -0.2 | -4.4 | 3 | -1
O=C(NCc1ccccc1)C1Cc2c(-c3cccc(F)c3)ccnc2O1 (stereo unspecified) | . | -3 | . | 0 | -3.7 | 0.1 | 1.9 | -5 | -2
COc1ccccc1OCCCOc1ccc(/C=C2\SC(=O)NC2=O)cc1OC | -2.2 | ? | 1.0 | 0 | 0.8 | -2.5 | 1.7 | 9 | -2
COc1cccc(C(=O)N2c3cc(C)ccc3OCC2C(C)(C)C)c1 (stereo unspecified) | 3.7 | -19 | -0.1 | 16 | -3.8 | -2.1 | -0.8 | 2 | 0
Cc1ccc(/C=N/n2c(C)nnc2C)s1 | -2.0 | 2 | -1.1 | -4 | -0.1 | 0.7 | -5.8 | 8 | 2
Cc1cccc(C(=O)OC2CCCN(C)C2)c1C (stereo unspecified) | 0.4 | 24 | -1.8 | -14 | -0.1 | -1.0 | -3.3 | 5 | 1
COc1ccc(OC)c(NC(=O)CN2C(=O)NC(C)(c3ccc4c(c3)OCCO4)C2=O)c1 (stereo unspecified) | -4.6 | -10 | 0.7 | -3 | -2.5 | -1.2 | -1.1 | 7 | -1
COc1ccc(C2C=C(C34CC5CC(CC(C5)C3)C4)NC(=S)N2)cc1OC (stereo unspecified) | 0.1 | 16 | 1.8 | -4 | 1.2 | 1.8 | -0.5 | 3 | 2
N#CCSc1nnc(-c2c[nH]c3ccccc23)o1 | 0.2 | -5 | -0.7 | -4 | -5.2 | 0.6 | 1.4 | -4 | 1
O=C(c1ccc(-c2ccc(Cl)cc2Cl)o1)N1CCOCC1 | -2.4 | 1 | 1.1 | -4 | -6.6 | 0.2 | . | 4 | 1
Cc1ccc(S(=O)(=O)N2CCN(CC(=O)Nc3ccnn3C3CCCC3)CC2)cc1 | -0.3 | 0 | 0.8 | -2 | . | 0.7 | -1.1 | 4 | -1
Cc1cc(C(F)(F)F)n2nc(-c3cnn(C)c3C(F)(F)F)c(Cl)c2n1 | -2.3 | -6 | 3.9 | -5 | -6.3 | -0.7 | -1.4 | 12 | -1
O=C(CSc1nc2ccccc2[nH]1)Nc1c(F)cccc1F | 0.0 | 1 | 1.1 | 3 | -1.9 | -0.2 | -0.4 | 5 | 2
CCN(CC(=O)Nc1c(F)cccc1F)C(=O)c1ccc(Cl)c(S(=O)(=O)N2CCCCC2)c1 | 5.6 | -1 | 0.1 | -6 | -1.9 | -0.4 | 2.7 | -1 | 1
COc1cc2cc(CCCOC(=O)c3cc(OC)c(OC)c(OC)c3)oc(=O)c2cc1OC | 3.2 | 0 | 1.1 | -1 | -1.3 | -0.7 | -3.0 | 9 | 2
COc1cc(NC(=O)c2c(Cl)cnn2C)c(OC)cc1Cl | 3.3 | 4 | -0.7 | 0 | -4.1 | 0.1 | . | 2 | -3
CSc1ccc(C2c3[nH]c4ccccc4c3CCN2C(=O)c2ccnn2C)cc1 (stereo unspecified) | -1.4 | -3 | -0.3 | -1 | -1.0 | 0.0 | . | 9 | -6
c1cnc2c(-c3ccc4nccn4c3)cccc2c1 | . | -10 | . | -8 | -2.0 | 0.5 | 13 | 8 | 0
c1ccc(CN2COC3CCCCCC32)cc1 (stereo unspecified) | . | -9 | . | -7 | -1.3 | -0.4 | . | . | -1
Nc1nc(SCC(=O)Nc2cc(Cl)c(Cl)cc2Cl)n[nH]1 | -0.9 | -9 | -0.4 | -8 | -4.8 | -0.1 | 0.7 | -3 | -1
O=C(CCC(=O)Nc1ccccc1)N/N=C/c1ccc2c(c1)OCO2 | 2.5 | 5 | 1.0 | -4 | 2.6 | 0.3 | -0.9 | 20 | 2
COc1ccc(-c2nnc(-c3ccc(C)cc3)o2)cc1 | -0.5 | 31 | . | 1 | -0.8 | 2.5 | 0.2 | -2 | 62*
CCOC(=O)C1CCN(C(=O)C2CCN(S(=O)(=O)N3CCCC3)CC2)CC1 | 0.7 | 2 | -0.5 | -1 | -1.5 | -0.2 | -1.8 | 7 | 3
COC(=O)c1cnc(N)s1 | . | -8 | 5.7 | 0 | . | -0.9 | -0.3 | 6 | 2
CN(CCc1ccccc1)C(=O)c1ccc(NC(=O)Cc2cccc(NC(=O)C3CCN(C(=O)C4CCC4)CC3)c2)cc1 | . | -2 | -0.6 | 0 | -3.5 | 0.3 | -1.1 | -9 | 1
CCN(CC(=O)Nc1ccc(NC(C)=O)cc1)C(=O)CSC(=S)N1CCCC1 | 0.8 | -7 | -0.8 | 1 | -1.6 | -1.9 | 1.2 | -10 | 2
Cc1ccc(C(C)(O)CS(=O)(=O)Cc2ccccc2Cl)cc1 (stereo unspecified) | 1.7 | 5 | -2.0 | 16 | . | -0.4 | -1.9 | -6 | 3
C[C@@H]1O[C@@H](OC[C@H]2O[C@@H](Oc3cc(O)c4c(=O)cc(-c5ccc(O)c(O)c5)oc4c3)[C@H](O)[C@@H](O)[C@@H]2O)[C@H](O)[C@H](O)[C@H]1O | 3.7 | -9 | 0.6 | -18 | 0.0 | -1.4 | -0.3 | 15 | -4
CCN(Cc1ccccc1)C(=O)COC(=O)c1cc(S(=O)(=O)Nc2c(C)n(C)n(-c3ccccc3)c2=O)ccc1C | -0.9 | 3 | -0.7 | 4 | -2.2 | 0.3 | -2.1 | -6 | -1
CCOc1ccc(NC(=O)C(CC(=O)O)Cc2ccc(Br)cc2)cc1 (stereo unspecified) | 1.0 | ? | -0.7 | 7 | -0.6 | -2.9 | -0.9 | 4 | 0
NC(=O)c1cn(-c2ccccc2)nc1-c1cc2ccccc2oc1=O | 1.5 | -3 | 1.1 | -10 | 1.2 | -0.5 | -0.1 | 13 | 7
O=C1c2ccccc2NC(c2ccc(F)cc2)N1Cc1ccccc1 (stereo unspecified) | 2.0 | 0 | . | 8 | 0.3 | 1.8 | 0.4 | 7 | 57*
CCCC12CN3CCN(CC(C3)/C1=N\NC(=O)c1ccc(C(C)(C)C)cc1)C2 | -1.6 | -24 | -0.1 | -1 | 1.0 | -1.5 | . | -3 | 5
Cc1ccc(-c2nc3c(=O)n(-c4ccccc4)c4c(c(=O)n(C)c(=O)n4C)c3o2)cc1 | 1.0 | -8 | -0.2 | -6 | 1.6 | -1.0 | 1.0 | 0 | 2
C=C(C)CNC(=O)C1CCC(=O)N(CCCc2ccccc2)C1 (stereo unspecified) | 0.5 | ? | 0.0 | 13 | -2.9 | -4.8 | -0.9 | 2 | 2
COc1ccccc1NC(=O)NS(=O)(=O)c1ccc(C)cc1 | 2.8 | 7 | 0.5 | -5 | -2.6 | 1.1 | -0.5 | 5 | 3
Cc1ccc([N+](=O)[O-])cc1NC(=O)c1ccc(CSc2ccccc2)cc1 | -2.7 | 1 | -0.6 | 2 | -0.6 | 1.2 | . | 18 | -1
CCCCOc1ccc(-c2nnc(N)s2)cc1 | 0.7 | -7 | -0.2 | 0 | -4.0 | -0.2 | . | 6 | 7
c1ccc2c(c1)ncn2Cc1nnc2sc(-c3ccc4c(c3)OCO4)nn12 | -0.7 | 7 | -1.1 | 3 | -1.3 | -0.8 | -0.3 | 1 | -1
COc1cccc(C(=O)CN2C(=O)C(C)(C)Oc3ccc(C(=O)N4CCOCC4)cc32)c1 | -0.1 | -10 | 0.7 | -2 | -2.0 | -1.7 | -0.2 | -6 | 1
CCC1CCCCN1CC(=O)c1c(C)[nH]c2ccc(OC)cc12 (stereo unspecified) | 2.1 | ? | 0.3 | 6 | -0.7 | -8.6 | . | 14 | -1
O=C(Cn1c(=O)c2cccn2c2ccccc21)NCCc1ccccc1 | -1.0 | 5 | 0.1 | -1 | -2.9 | 0.0 | -1.3 | 8 | 0
O=C(CSc1nc2ccccc2n1CC(=O)NCc1ccccc1)NCc1ccco1 | 0.5 | -1 | 0.3 | -5 | -1.1 | -0.3 | . | 5 | 1
O=C(Nc1cccc(F)c1)c1cccc(S(=O)(=O)N2CCOCC2)c1 | -0.4 | -3 | 0.0 | -6 | -3.5 | -2.0 | . | 2 | -1
CCOC(=O)C1(Cc2cccc(F)c2)CCN(C(=O)C2CCCO2)CC1 (stereo unspecified) | 2.0 | 1 | 2.2 | -1 | -2.2 | 0.0 | 2.2 | -2 | -3
Cc1c(CN2CCCC(CO)(Cc3cccc(Cl)c3)C2)cnn1C (stereo unspecified) | -1.6 | 1 | -1.4 | -1 | 0.5 | -0.3 | 0.3 | -6 | 2
COc1ccc(C(=O)c2c(-c3ccc(OC)cc3)oc3ccc(-c4ccc(OC)nc4)cc23)cc1 | -1.5 | 0 | -1.2 | -4 | -0.1 | 6.5 | -2.5 | 18 | 6
CCN(CC)S(=O)(=O)c1cccc(NC(=O)C2SC(=Nc3ccc(C)cc3C)C(C(=O)NCC3CCCO3)=C2N)c1 (stereo unspecified) | -0.2 | -5 | 0.1 | -1 | -0.5 | -0.4 | 1.9 | -6 | -3
O=C(Cc1ccc(N(CCCl)CCCl)cc1)NC(Cc1ccc(Cl)cc1)C(=O)O (stereo unspecified) | 3.2 | -15 | -0.3 | -9 | 0.2 | -0.5 | 1.1 | 10 | 1
CCc1cccc(NC(=O)C2CCN(S(=O)(=O)c3c(C)noc3C)CC2)c1 | -1.3 | 7 | 1.0 | -5 | -0.9 | -1.4 | . | 1 | 0
CCN(CC)S(=O)(=O)c1ccc(NC(=O)c2ccc(OCC3CCCO3)cc2)cc1 (stereo unspecified) | -1.1 | -4 | -0.1 | -2 | -2.4 | -0.5 | 0.1 | 10 | 1
CN(C)c1ccccc1C(=O)N1CCCC(Nc2ccc(F)cc2)C1 (stereo unspecified) | -0.1 | 3 | -0.7 | 1 | 0.1 | -0.1 | 8.8 | -8 | -4

4 compounds from above with just UGM FP inh and BoNT A protease:
SMILES | UGM FP inh | BoNT A protease
O=C(Cc1ccc(N(CCCl)CCCl)cc1)NC(Cc1ccc(Cl)cc1)C(=O)O (stereo unspecified) | 3.2 | -0.5
CCc1cccc(NC(=O)C2CCN(S(=O)(=O)c3c(C)noc3C)CC2)c1 | -1.3 | -1.4
CCN(CC)S(=O)(=O)c1ccc(NC(=O)c2ccc(OCC3CCCO3)cc2)cc1 (stereo unspecified) | -1.1 | -0.5
CN(C)c1ccccc1C(=O)N1CCCC(Nc2ccc(F)cc2)C1 (stereo unspecified) | -0.1 | -0.1

Ordered by molar mass (ascending): some entries from above
SMILES | UGM FP inh | BoNT-F LC inh | PfHsp40 yeast | Anthrax LF inh2 | FadD28 binding | BoNT A protease | BioA inh | GDH-TPI counter | FBA Mtb inh
Cc1cccc(C(=O)OC2CCCN(C)C2)c1C (stereo unspecified) | 0.4 | 24 | -1.8 | -14 | -0.1 | -1.0 | -3.3 | 5 | 1
Cc1ccc(C(C)(O)CS(=O)(=O)Cc2ccccc2Cl)cc1 (stereo unspecified) | 1.7 | 5 | -2.0 | 16 | . | -0.4 | -1.9 | -6 | 3
COc1ccc(C(=O)c2c(-c3ccc(OC)cc3)oc3ccc(-c4ccc(OC)nc4)cc23)cc1 | -1.5 | 0 | -1.2 | -4 | -0.1 | 6.5 | -2.5 | 18 | 6

High-throughput results: PubChem, several laboratories
